# Assay outcomes deposited in PubChem by several laboratories.
# GSK3 alpha inh: blockers of GSK3A enzyme activity – biochemical, luminescence, cell-free homogeneous, HTS, primary screen | GSK-3 alpha kinase, ADP-Glo luminescence, 60 min | inhibition, % at 10 µM | actives 0.1% (n = 320,000);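 in the data active = inhibition above about 50%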;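 note: GST-tagged GSK-3 alpha with peptide substrate and 25 µM ATP; 0% = DMSO neutral wells and 100% = GW8510 positive control wells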
# Target sequence (P49840 whole entry, looked up): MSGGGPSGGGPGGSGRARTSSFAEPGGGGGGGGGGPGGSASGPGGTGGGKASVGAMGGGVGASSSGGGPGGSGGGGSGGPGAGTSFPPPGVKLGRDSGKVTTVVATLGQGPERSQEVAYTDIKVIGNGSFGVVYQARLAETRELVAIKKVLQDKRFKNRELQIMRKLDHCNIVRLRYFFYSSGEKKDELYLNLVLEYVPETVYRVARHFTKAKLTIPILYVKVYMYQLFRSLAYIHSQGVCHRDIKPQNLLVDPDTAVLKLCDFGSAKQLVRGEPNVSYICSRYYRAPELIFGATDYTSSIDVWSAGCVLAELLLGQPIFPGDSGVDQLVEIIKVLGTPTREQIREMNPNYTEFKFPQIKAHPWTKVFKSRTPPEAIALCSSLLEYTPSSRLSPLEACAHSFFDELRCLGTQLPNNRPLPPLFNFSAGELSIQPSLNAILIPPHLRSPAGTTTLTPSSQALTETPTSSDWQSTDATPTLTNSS
# GSK3B inh: human GSK3beta kinase inhibitors, primary screen, biochemical, cell-free homogeneous, HTS; Glycogen synthase kinase-3 beta (Homo sapiens), P49841; GST-GSK3beta kinase, ADP-Glo luminescence, 60 min; active compounds read low; activity score (negative = inhibition), % at 10 µM; actives 0.038% (n = 300,000); AID 2097, 2009;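 active = more than half of replicate wells score below -50%, meaning over 50% inhibition versus plate controls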;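 note: 0% = median DMSO wells and -100% = median GW8510 positive control wells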
# Target sequence (P49841 whole entry, looked up): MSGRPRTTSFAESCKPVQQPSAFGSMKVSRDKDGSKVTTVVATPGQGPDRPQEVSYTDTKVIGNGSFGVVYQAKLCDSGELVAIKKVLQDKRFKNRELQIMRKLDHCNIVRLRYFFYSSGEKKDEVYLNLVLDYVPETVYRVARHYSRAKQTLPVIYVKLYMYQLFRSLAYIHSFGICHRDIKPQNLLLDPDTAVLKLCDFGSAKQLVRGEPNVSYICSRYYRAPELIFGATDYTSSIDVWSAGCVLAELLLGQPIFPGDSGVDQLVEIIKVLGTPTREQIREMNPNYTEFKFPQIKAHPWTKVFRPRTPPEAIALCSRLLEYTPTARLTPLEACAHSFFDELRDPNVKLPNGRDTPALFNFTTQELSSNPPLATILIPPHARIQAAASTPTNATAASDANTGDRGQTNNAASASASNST
#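 Assay system: GST-tagged human GSK3beta kinase, cell-free; Input: 1.6 ng GSK3beta; Medium: Tris/MgCl2 kinase buffer; Timing: 60 min enzyme reaction, room temperature; Signal: ADP-Glo luminescence quantifying ADP generated by kinase; Evaluation: score relative to plate controls; Benchmarks: DMSO neutral wells and GW8510 at 20 µM as positive.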
# Dyrk1A ADPGlo: rat Dyrk1A kinase inhibitors, primary screen, biochemical, single point, plate reader. Dual specificity tyrosine-phosphorylation-regulated kinase 1A (Rattus norvegicus), Q63470. ADP-Glo luminescence, NFATc1 peptide. inhibition, % at 12.5 µM. actives 0.43% (n = 310,000). AID 504441, 2011; in the data active = inhibition above about 50%;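 note: plate controls were vehicle with enzyme for no effect and no enzyme for full effect; many of its hits are not listed in these tables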
# KCNK9 block: KCNK9 potassium channel inhibitors, primary screen, HEK293 cells, thallium flux; Potassium channel subfamily K member 9 (Homo sapiens), Q9NPC2; FluxOR thallium flux fluorescence; active compounds read low; B-score at 10 µM; actives 1.2% (n = 310,000); AID 488922, 2010;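 active = ratio B-score over 3 SD below the library mean, with starting fluorescence within 5 SD of its mean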;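 note: negative B-score means less thallium flux so channel inhibition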
# KCNQ1 block: inhibitors of human KCNQ1 channel, primary screen, cell-based, thallium flux, high-throughput. Potassium voltage-gated channel subfamily KQT member 1 (Homo sapiens), P51787. CHO-K1 KCNQ1, FluxOR thallium flux fluorescence; active compounds read high. B-score at 10 µM. actives 1.3% (n = 310,000);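 active = compounds whose thallium flux B-score, printed positive for inhibition, exceeds three library SD while starting fluorescence stays within three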;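 note: channel opened by potassium depolarization with thallium stimulus after 20 min compound exposure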
# KCNK3 inh: human KCNK3 channel inhibitors, primary screen, CHO cells, FluxOR thallium flux, B-score | AID 602410, 2012 | Potassium channel subfamily K member 3 (Homo sapiens), O14649 | actives 0.84% (n = 340,000) | FluxOR fluorescence; active compounds read low | B-score at 10 µM;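 active = B-score under library mean minus 4 SD, starting fluorescence ratio at most library mean plus 5 SD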;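 note: more negative B-score means stronger inhibition of thallium flux through KCNK3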
# KCNQ1 pot: potentiators or activators of KCNQ1 channel, primary screen, cell-based, thallium flux, high-throughput. AID 2648, 2010. actives 0.35% (n = 310,000). CHO-K1 KCNQ1, thallium flux FluxOR fluorescence; active compounds read high. B-score at 10 µM. Potassium voltage-gated channel subfamily KQT member 1 (Homo sapiens), P51787;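 active = fluorescence ratio B-score, a plate-corrected score, at least three library SD, with initial intensity B-score within 5 SD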
#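 Assay system: CHO-K1 cells stably expressing KCNQ1. Medium: assay buffer for compound exposure, DMSO matched across wells. Timing: 37 °C overnight plating, 90-min dark dye load, 20-min compound pretreatment. Signal: kinetic FluxOR fluorescence, 10 s baseline plus 110 s post-stimulus.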
# RGS4 inh: RGS4 inhibitors, primary screen, cell-based, HEK293 M3R inducible RGS4, calcium flux; Fluo-4 calcium flux; active compounds read high; triggered by carbachol at its EC20; AID 463165, 2010; Regulator of G-protein signaling 4 (Homo sapiens), P49798; actives 0.45% (n = 310,000); B-score at 10 µM;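 active = B-score, a plate-corrected calcium signal, over three deviations above library mean, with baseline fluorescence within five deviations of library mean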;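 note: RGS4 expression induced by doxycycline in cells with stable M3 receptor; B-score is computed from the integrated fluorescence ratio over baseline after carbachol; higher B-score means a larger calcium signal and so more RGS4 inhibition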
# Target sequence (P49798 whole entry, looked up): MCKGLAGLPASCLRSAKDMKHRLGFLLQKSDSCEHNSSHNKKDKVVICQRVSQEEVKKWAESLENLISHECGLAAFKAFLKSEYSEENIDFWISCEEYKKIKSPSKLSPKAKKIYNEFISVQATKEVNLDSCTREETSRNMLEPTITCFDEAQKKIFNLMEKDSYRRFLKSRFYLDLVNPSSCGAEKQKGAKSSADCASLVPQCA
# PolyA inhibitor: polyadenylation inhibitors in yeast reporter cells, primary screen, luminescence, S. cerevisiae; S. cerevisiae SKY197-pL101 polyadenylation reporter, beta-gal luminescence; efflux-impaired pdr1/pdr3 knockout yeast; score 100 = 6 SD above DMSO; actives 0.02% (n = 300,000); calls only at 12 µM;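 active = lowest replicate activity score at least 50, where 100 means six control SD above control mean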;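 note: yeast exposed to compound for 9 h at 30 °C; higher score means more reporter readthrough which indicates perturbed polyadenylation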
# hERG rescue: hERG rescue from dofetilide block, primary screen, cell-based, CHO-hERG, FluxOR thallium flux, dofetilide IC70; dofetilide IC70 present; activation (rescue from dofetilide block), less the hit threshold, % at 10 µM; actives 0.51% (n = 310,000); AID 1511, 2009;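 active = activation above the mean of controls blocked by dofetilide plus 5 SD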;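 note: thallium influx through hERG after potassium depolarization seen as dye fluorescence rise; in these data hits start at about 4.7%; inactives centre near -7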
# RGS4 pot: RGS4 potentiators or activators, primary screen, cell-based, HEK293 M3R inducible RGS4, calcium flux. carbachol calcium flux Fluo4; active compounds read low. B-score at 10 µM. actives 0.92% (n = 310,000);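 active = B-score of the integrated calcium signal more than 4 SD below the library mean, with starting fluorescence not abnormally high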;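 note: negative B-score means reduced calcium response which marks RGS4 activation or potentiation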
#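 Detection: kinetic calcium fluorescence imaging with Fluo4-AM dye, 2 µM / Material: HEK293 cells with stable M3R and inducible RGS4 / Schedule: recording 10 s baseline at 1 Hz, 100 s post-agonist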
# * = called active by the depositor; i = inactive; / = not tested or not shown.
# Each structure is followed by: KCNQ1 block, GSK3B inh, RGS4 inh, KCNK9 block, KCNQ1 pot, KCNK3 inh, GSK3 alpha inh, PolyA inhibitor, RGS4 pot, Dyrk1A ADPGlo, hERG rescue
> CC(C)NC(=O)CN(c1cccc(Br)c1)S(C)(=O)=O
→ i, -23, i, i, i, i, -1, i, i, /, -6
> C=C1CCC(O)C2(C)CCC3C(C)C(=O)OC3C12O (configuration not stated)
→ i, 1, i, i, i, i, 1, i, i, 2, -8
> c1ccc(CCn2nnnc2C(c2cccnc2)N2CCN(c3nc4ccccc4s3)CC2)cc1 (configuration not stated)
→ i, 1, i, i, i, i, -4, i, i, 2, -12
> O=C(Nc1cccnc1)c1ccc(CSc2ccccc2)cc1
→ i, 0, i, i, i, i, -2, i, i, 1, -12
> O=C(CSc1nnc(-c2cccs2)n1Cc1ccco1)Nc1ccc2c(c1)OCO2
→ i, 1, i, i, i, i, 0, i, i, 2, -7
> O=C(OCc1ccc(Cl)c(Cl)c1)c1ccc[nH]1
→ i, 0, i, i, i, i, 2, i, i, 2, -6
> O=C(CS(=O)(=O)Cc1ccccc1)Nc1ccc(S(=O)(=O)N2CCOCC2)cc1
→ i, 0, i, i, i, i, 0, i, i, -6, -7
> CCCCNS(=O)(=O)c1ccc2nc(-c3cccnc3)cc(C(=O)NCCCN(CC)CC)c2c1
→ i, 0, i, i, i, /, -5, i, i, /, -6
> c1ccc(-c2ccccc2OCCCN2CCCC2)cc1
→ i, -2, i, i, i, i, 0, i, i, 0, -6
> Cc1ccc(CS(=O)Cc2ccc(C(=O)NC3CCCC(C)C3C)o2)cc1 (configuration not stated)
→ i, -2, i, i, i, i, -2, i, i, -4, -8
> COc1ccc(OC)c(Nc2nc(N)nc(CSc3nnc(-c4ccncc4)o3)n2)c1
→ i, 1, i, i, i, /, -5, i, i, /, -9
> Cc1ccc(-n2nc3c([n+]2[O-])CCc2nonc2-3)cc1
→ i, -1, i, i, i, i, 0, i, i, -1, -4
> CC(C)(C)c1ccc(/C=C/C(=O)N2CCOCC2)cc1
→ i, -1, i, i, i, i, -6, i, i, -5, -4
> Cc1cccc([N+](=O)[O-])c1NC(=O)CN(Cc1ccccc1)Cc1ccccc1
→ i, 0, i, -8.8*, i, i, -1, i, -8.6*, -3, -6
> C[C@H]1CN(C2CCCCC2)C(=O)[C@@H]1CC(=O)NCc1ccccc1
→ i, -2, i, i, i, i, -1, i, i, 9, -4

# Quoted at random: three entries already listed.
# Each structure is followed by: KCNQ1 block, GSK3B inh, RGS4 inh, KCNK9 block, KCNQ1 pot, KCNK3 inh, GSK3 alpha inh, PolyA inhibitor, RGS4 pot, Dyrk1A ADPGlo, hERG rescue
> O=C(Nc1cccnc1)c1ccc(CSc2ccccc2)cc1
→ i, 0, i, i, i, i, -2, i, i, 1, -12
> CC(C)NC(=O)CN(c1cccc(Br)c1)S(C)(=O)=O
→ i, -23, i, i, i, i, -1, i, i, /, -6
> O=C(OCc1ccc(Cl)c(Cl)c1)c1ccc[nH]1
→ i, 0, i, i, i, i, 2, i, i, 2, -6

# Following part
# Each structure is followed by: KCNQ1 block, GSK3B inh, RGS4 inh, KCNK9 block, KCNQ1 pot, KCNK3 inh, GSK3 alpha inh, PolyA inhibitor, RGS4 pot, Dyrk1A ADPGlo, hERG rescue
> COc1ccc(N2C(=O)c3ccccc3NC2(C)C)cc1
→ i, 5, i, i, i, i, -3, i, i, -1, -12
> C=CCOC(=O)C1=C[C@@H](c2coc3ccccc3c2=O)[C@H](CCCO)[C@@H](OCC)O1
→ i, 5, i, i, i, i, -1, i, i, -2, -6
> CCc1ccc(OCC(=O)NC(=S)Nc2ccc(C)cc2C)c(Br)c1
→ i, -2, i, i, i, i, -4, i, i, 2, -12
> Cc1ccc(S(=O)(=O)N2CCC(C(=O)OCC(=O)N(C)CC(=O)Nc3ccc(F)cc3)CC2)cc1C
→ i, 0, i, i, i, i, -1, i, i, -1, -16
> Cc1c(-c2ccccc2)n[nH]c1C(=O)N=Nc1c(O)[nH]c2ccccc12
→ i, 1, i, i, i, i, -1, i, i, -2, -5
> COC(=O)CC(=O)Cc1nc(N)nc(Nc2ccc(C)c(C)c2)n1
→ i, -2, i, i, i, i, 2, i, i, -2, -1
> CCCCNS(=O)(=O)c1ccc(OCC(=O)OC)cc1
→ i, -1, i, i, i, i, -1, i, i, /, -13
> Nc1c(O)cccc1C(=O)O
→ i, 3, i, i, i, i, 2, i, i, -3, -6
> COc1ccccc1-c1nc2ccccc2c(=O)n1NC(=O)c1cccs1
→ i, -3, i, i, i, i, -3, i, i, 1, -7
> C#CCn1c2ccccc2c2nc3ccccc3nc21
→ i, -2, i, i, i, i, -1, i, i, 3, 0
> C=CCNC(=S)N/N=C/c1ccc(C)s1
→ i, 1, i, i, i, i, -1, i, i, /, -8
> CC(Oc1ccc2c3c(c(=O)oc2c1)CCCC3)C(=O)NCc1ccncc1 (configuration not stated)
→ i, 0, i, i, i, i, 1, i, i, -1, -10
> CCN(C(=O)COC(=O)c1cc(OC)c(OC)cc1[N+](=O)[O-])C1CCS(=O)(=O)C1 (configuration not stated)
→ i, 1, i, i, i, i, 0, i, i, /, -12
> CCOc1ccc(NC(=O)Nc2ccc(N(C)C(C)=O)cc2)cc1
→ i, 1, i, i, i, i, -3, i, i, 1, -38
> CCOc1ccc2c(c1)c(=O)c(S(=O)(=O)c1ccc(C)cc1)cn2CC
→ i, 0, i, i, i, i, -1, i, i, 2, -4
> CCOC(=O)c1c(-c2ccccc2)[nH]c2ccc(O)cc12
→ i, -8, i, i, i, i, 9, i, i, 49, -6
> CC(=O)c1cccc(NC(=O)c2ccc(N(Cc3ccc(C)cc3)S(C)(=O)=O)cc2)c1
→ i, -1, i, i, i, i, /, i, i, -9, -12
> O=S(=O)(NCC(c1ccco1)N1CCN(c2ccccc2F)CC1)c1ccc2c(c1)OCCO2 (configuration not stated)
→ i, 0, i, i, i, i, 3, i, i, 3, -10
> Nc1nc(NCc2ccco2)nc(Nc2ccc(F)cc2)c1[N+](=O)[O-]
→ i, -2, i, i, i, i, -1, i, i, 4, -10
> Cc1ccc(CN2CCC(n3nccc3NC(=O)c3ccccc3C)CC2)o1
→ i, 4, i, i, i, i, 7, i, i, 0, -8
> COC(=O)Nc1nnc(Cc2ccc(OC)cc2)s1
→ i, -1, i, i, i, i, 3, i, i, 3, -10
> CCOC(=O)c1[nH]ncc1CN1CCCC(C(=O)c2ccc(OC)cc2C)C1 (configuration not stated)
→ i, 1, i, i, i, i, -5, i, i, -2, -10
> COc1cccc(CNc2ncn[nH]2)c1OCc1ccccc1F
→ i, 0, i, i, i, i, 3, i, i, 4, -13
> O=C(CCCN1C(=O)c2cccc3cccc(c23)C1=O)N1CCN(c2ccccc2O)CC1
→ i, -1, i, i, i, i, -2, i, i, -1, -18
> OCc1n[nH]c(CO)n1
→ i, -1, i, i, i, i, -1, i, i, 5, -8
> O=C(Nc1cc2nn(-c3ccccc3)nc2cc1Cl)c1ccco1
→ i, 0, i, i, i, i, -2, i, i, -4, -5
> CC(=O)Nc1c(NC(C)C)c2ccccc2oc1=O
→ i, -1, i, i, i, i, -2, i, i, 7, -8
> O=c1ccc2ccc(Oc3ccc([N+](=O)[O-])cc3[N+](=O)[O-])cc2o1
→ i, 3, i, i, i, /, 6, i, i, /, -7
> Cc1cccc(N(CC(=O)NC2CCCC2)C(=O)c2cc3cc4cccc(C)c4nc3s2)c1C
→ i, 2, i, i, i, i, -2, i, i, /, -5
> CCCCNCc1cc(OCC)c(OCC(N)=O)cc1Br
→ i, 1, i, i, i, i, -2, i, i, -3, -7
> COc1cccc(CNC(=O)CCC2CCCN(Cc3ccc4c(c3)CCO4)C2)c1 (configuration not stated)
→ i, 1, i, i, i, i, 1, i, i, 1, -12
> COc1ccc(C2/C=C\CN(C(=O)NC(C)C)CC(=O)N2Cc2ccc(F)cc2)cc1 (configuration not stated)
→ i, -1, i, i, i, i, 0, i, i, 5, -8
> CC(C(=O)OCc1nnc(-c2ccccc2)o1)N1C(=O)c2ccccc2C1=O (configuration not stated)
→ i, 12, i, i, i, i, 1, i, i, 8, -10
> COc1ccc(C(=O)c2cnc(/N=C/N(C)C)s2)cc1
→ i, 3, i, i, i, i, 6, i, i, 35, -12
> CCC(C(=O)NCCCN(CC)Cc1ccccc1)n1nc(C)c2sc3ccccc3c2c1=O (configuration not stated)
→ i, 0, i, i, i, i, 1, i, i, -2, -8
> Cc1[nH]c(=O)c(C#N)cc1-c1csc(-c2ccccc2)n1
→ i, 1, i, i, i, i, -1, i, i, /, -2
> CCN(CC)c1ccc(C(=O)OCc2c(C)noc2C)cc1
→ i, -1, i, i, i, i, -2, i, i, 1, -25
> Cn1nnnc1SCC(=O)c1c(N)n(C)c(=O)n(C)c1=O
→ i, 2, i, i, i, i, 0, i, i, -5, -2
> COc1ccc(NC2=NCCC2)cc1
→ i, -6, i, i, i, i, -4, i, i, -3, -6
> CCOc1ccccc1-n1c(COc2ccc(C)cc2)nnc1SCC(N)=O
→ i, 2, i, i, i, i, -1, i, i, 4, -11
> COC(=O)c1ccc(NC2c3ncccc3C(=O)N2Cc2cccs2)cc1 (configuration not stated)
→ i, 4, i, i, i, i, -2, i, i, 1, -6
> Cn1ccnc1SCC(=O)Nc1ccc2nc(SCC(=O)NC3CC3)sc2c1
→ i, -2, i, i, i, /, -1, i, i, /, -9

# Some of the compounds tested; count on the stated rates, not on these rows.
